Polio RdRp inh – poliovirus RdRp elongation inhibitors, primary screen, biochemical, fluorescence polarization, total intensity | % elongation, % (compound at 16.7 µg/mL) | Genome polyprotein (Poliovirus type 1 (strain Mahoney)), P03300 | poliovirus polymerase elongation; stronger effect = lower value | hit rate 0.66% among 150,000; in the data active = % elongation below about 90%; note: some results filed as inactive read as strong as hits
Target sequence (P03300 1749-2209 limits assumed): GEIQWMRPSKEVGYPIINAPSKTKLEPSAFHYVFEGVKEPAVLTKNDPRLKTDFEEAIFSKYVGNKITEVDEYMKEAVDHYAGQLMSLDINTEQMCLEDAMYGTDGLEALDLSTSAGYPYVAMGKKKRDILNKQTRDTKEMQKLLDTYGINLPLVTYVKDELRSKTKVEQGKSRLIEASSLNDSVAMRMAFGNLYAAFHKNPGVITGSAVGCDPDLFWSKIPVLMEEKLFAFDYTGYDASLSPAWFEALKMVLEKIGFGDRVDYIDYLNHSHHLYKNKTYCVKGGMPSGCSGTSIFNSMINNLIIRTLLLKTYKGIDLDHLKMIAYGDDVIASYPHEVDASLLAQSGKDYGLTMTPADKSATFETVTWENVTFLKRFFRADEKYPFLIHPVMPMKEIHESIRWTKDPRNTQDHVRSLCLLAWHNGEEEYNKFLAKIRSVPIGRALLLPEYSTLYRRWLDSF
Polio RdRp inh FP z-score – further read-out of Polio RdRp inh, marked with its call; z-score; measured here: FP z-score; hits read low
Active calls of the source: *; & = joins results of further samples. These rows are one share of the data; the hit share may differ from the screen's.

SMILES	Polio RdRp inh	Polio RdRp inh FP z-score
Cc1nn(-c2ccccc2)c2[nH]c(=O)c(C#N)c(-c3cccs3)c12	102	-0.3
Cc1ccc(NC(=O)C(=O)NCC2(c3ccccc3)CCCC2)cc1C	106	-0.1
Cc1ccc(CN(C)C(=O)c2ccc(N3C(=O)c4ccccc4C3=O)cc2)o1	100	-0.6
COc1ccc(C)cc1NC(=O)C1CCCN(S(=O)(=O)c2ccc3[nH]c(=O)ccc3c2)C1 (configuration not stated)	112	-0.3
COc1ccc(Cn2c(=O)[nH]c3cc(C(=O)N4CCN(c5cccc(Cl)c5)CC4)ccc3c2=O)cc1	101	-1.2
CS(=O)(=O)c1ccc(Cl)c(NC(=O)c2ccc3c(=O)n4c(nc3c2)CCC4)c1	98	-0.9
O=C(CSc1nnc(CNC(=O)c2ccco2)o1)NCc1ccc2c(c1)OCO2	100	-0.3
COC(=O)c1ccc(NC(=O)CSc2nnc3sc4ccccc4n23)cc1	101	0.1
O=C(NCc1ccco1)c1cc(S(=O)(=O)NCc2ccco2)c[nH]1	96	-1.2
CC(C)NC(=S)NN(c1ccccc1)c1ccccc1	98	-0.5
O=C(NC1CCCCC1NC(=O)c1ccccc1Cl)c1ccccc1Cl (configuration not stated)	102	0.1
OC(CN1CCC(Cc2ccccc2)CC1)CN1CCN(c2cccc(C(F)(F)F)c2)CC1 (configuration not stated)	105	1.1
Cc1nn(-c2ccccc2)nc1CNS(=O)(=O)c1ccc(-c2ccno2)s1	105	1.2
CC1=C(c2ccc(C(C)C)cc2)S(=O)(=O)N=C1N1CCC(C(=O)Nc2ccc(C)cc2)CC1	110	0.4
CNC(=O)CCc1cn(Cc2ccccc2Cl)c2ccccc12	107	0.9
CCCC(=O)Nc1nnc(SCc2cc(=O)n3ccccc3n2)s1	110	0.8
CCC(=O)N1CCN(c2nc3c(C)cccc3s2)CC1	106	-0.1
O=C(COC(=O)C1CCN(C(=O)Nc2ccccc2)CC1)Nc1ccc2c(c1)OCO2	104	0.1
Cc1cc(/C=N/N2CCOCC2)c(C)n1-c1cccc2ccccc12	99	-0.7
COc1cc(NC(=O)c2cc3c(=O)oc4ccc(C)cc4c3s2)cc(OC)c1OC	103	0
Cc1sc2nc(SCC(=O)N(CCO)CCO)n(C3CCCCC3)c(=O)c2c1C	103	0.4
O=C(Nc1ccccc1)Oc1ccccc1	103	-0.1
O=C(CSc1ccc2c(c1)OCCO2)N1CCc2ccccc21	104	0.2
CCC(COc1nnnc2ccccc12)NC(=O)C1CCN(S(C)(=O)=O)CC1 (configuration not stated)	105	1.8
COC(=O)CCN1C(=O)/C(=C\c2ccc(N(C)C)cc2)SC1=S	75	-5.4
CC1CCC(C#N)(N(C)C(=O)CSc2nc(C3CC3)n(-c3ccccc3)n2)CC1 (configuration not stated)	105	0.3
CCOC(=O)c1oc2ccc(Br)cc2c1CSc1nnc(C(F)(F)F)n1C	107	0.4
CC1CCN(C(=O)c2cc3c(=O)n(C)c4ccccc4c3s2)CC1	101	-0.4
CCOc1ccc(NC(=O)Cc2cccc3c(S(=O)O)cccc23)cc1	102	0.8
Cn1nc(C(=O)Nc2ccc3c(c2)OC2(CCCC2)O3)ccc1=O	102	0.1
CCn1ncc(C2=NOC(C(=O)N3CCCc4ccccc43)C2)c1C (configuration not stated)	102	0.7
Cc1cc(C)n(-c2nc3ccccc3nc2Nc2ccc(Cl)c(C(=O)OC(C)C)c2)n1	106	0.1
CCc1nc2ccccc2n2c(-c3ccc(C)cc3)c3c(=O)n(C)c(=O)n(C)c3c12	105	0.3
CSc1nnc(C2CCCN(CC(=O)NCc3cccs3)C2)n1C (configuration not stated)	103	0.2
Cc1ccc2c(c1)c1nc3ccccc3nc1n2Cc1ccccc1	102	0.1
CC(C)CC1NC(=O)N(Cc2ccc(CN3C(=O)NC(CC(C)C)C3=O)cc2)C1=O (configuration not stated)	110	0.8
CCSc1nc2c(c(=O)[nH]1)C(c1ccncc1)C(C(=O)OC)=C(C)N2 (configuration not stated)	100	-0.5
COC(=O)Cn1c(SCc2ccccc2)nc2ccccc21	99	-0.3
NS(=O)(=O)c1cc2c(cc1C(F)(F)F)NCNS2(=O)=O	99&100	-0.3&-0.1
Cc1ccc(NC(=O)CN2C(=O)CCc3cc(S(=O)(=O)N4CCOCC4)ccc32)cc1N(C)C	106	-0.1
CN(CCO)Cc1ccc2c(c1)OCO2	102	0
Cc1ccc(NS(=O)(=O)c2ccccc2C(F)(F)F)cc1C	101	0.5
O=C(c1cc(C2CC2)[nH]n1)N1CCN(c2cccc(C(F)(F)F)c2)CC1	100	-0.9
CCC1CN(C(=O)NCc2ccc(C)cc2)c2ccccc2O1 (configuration not stated)	105	-0.3
N=C(N)SCc1nc(N)nc(N2CCCCC2)n1	111	1.3
Cc1ccc(OCCCSc2nc(-c3ccc(C(C)(C)C)cc3)nc3cc(=O)[nH]n23)cc1C	103	-0.8
CCOC(=O)c1sc(N)c(C#N)c1CSc1nc2sc3c(c2c(=O)n1C)CCCC3	43	-8.3
CC(=O)NC(=S)Nc1cccc(-c2nc3c(ccc4ccccc43)o2)c1	101	0.4
Nc1c(-c2nc(-c3ccccc3Cl)no2)nnn1-c1ccccc1F	123	0.9
Cc1[nH]c2ccccc2c(=O)c1CN(C)C	103	0.2
CN1C2CCC1CC(O)C2 (configuration not stated)	104&99	0.8&-0.3
CN(C)C(=O)Nc1ccccc1	105	0.5
CN1C(=O)c2ccccc2Sc2ccc(NC(=O)COc3ccc(Cl)cc3)cc21	101	-0.8
COc1ccc(CNC(=O)C2CC(O)CN2C(=O)Nc2ccccc2)cc1 (configuration not stated)	105	1.1
Cc1ccc(Cn2c(CCCNC(=O)C3CCCCC3)nc3ccccc32)cc1	102	-0.9
O=C(NC1CCCc2ccccc21)c1ccccc1 (configuration not stated)	101	-0.5
CCCCN(C)C(=O)Cn1cc(S(=O)(=O)NC)c(S(=O)(=O)NC)c1	101	-0.2
CC1CCN(S(=O)(=O)c2nnc(NC(=O)c3cccc(Cl)c3)s2)CC1	101	-1.8
O=C(NCC1CCN(c2ccc(S(=O)(=O)N3CCOCC3)cc2)CC1)c1ccccc1	100	-0.5
O=C(COC(=O)c1ccncc1)NCc1ccccc1	103	0.4
Continued:
SMILES	Polio RdRp inh	Polio RdRp inh FP z-score
Cc1cc(C)c2c(C(=O)O)cc(=O)[nH]c2c1	101	-0.1
Cc1cc(C)n(-c2ccc(-n3cccc3/C=C(/C#N)S(=O)(=O)c3ccccc3)cc2)n1	115	2
CC1CCc2nc3ccc(S(=O)(=O)N4CCC(C(=O)NCc5ccccc5Cl)CC4)cc3c(C(=O)O)c2C1 (configuration not stated)	114	0.9
Cc1nc2ccccn2c1-c1ccnn1C(=O)c1ccno1	105	0.2
CC(CC(=O)NCc1ccccc1)CC1=NS(=O)(=O)c2ccccc2N1 (configuration not stated)	103	0.3
O=C1CC2(CCN(C(=O)C3CCCC3)CC2)Oc2ccccc21	100	-0.7
CCOC(=O)N1CCC(NC(=O)CS(=O)(=O)Cc2nc(-c3ccc(C)cc3)oc2C)CC1	102	0.2
n1onc2c1NC1Nc3nonc3NC1N2 (configuration not stated)	81	-2.3
Cc1ccc(S(=O)(=O)NCC(=O)NN=C2CCCCC2)cc1	102	0.2
Cc1ccc(Nc2ccc3ncnc4c3c2C(=O)c2ccccc2-4)cc1	101	-0.1
COC(=O)c1ccc(NCN2C(=O)C3CC=CCC3C2=O)cc1 (configuration not stated)	102	0.1
CCOC(=O)c1c(S(=O)(=O)NCC(=O)N2CCN(c3cc(C)ccc3C)CC2)c(C)n(C)c1C	99	-1.1
O=C1CN(C(=O)CCC(=O)c2cccs2)c2ccccc2N1	96	-1.1
CCN1CCSc2ccc(C(=O)NCc3ccco3)cc21	103	0.2
Cc1ccc2oc(-c3cc(NC(=O)C(C)C)cc(C)c3O)nc2c1	103	0.4
S=C(NCCN1CCOCC1)Nc1ccc(Nc2ccccc2)cc1	104	0.7
CCN(CC(=O)NCc1ccc(F)cc1)C(=O)c1cc(=O)[nH]c2ccccc12	102	-0.1
CCN1/C(=C\C(=O)C2CC2)Sc2ccccc21	101	0
CCc1c(C)sc(NC(=O)c2noc3c2CC(C(C)(C)C)CC3)c1C#N (configuration not stated)	98	-1.6
COc1ccc(Br)c2c1-c1nc(NC(=O)c3ccccc3SC)sc1C2	103	-0.3
NNC(=O)Cn1cc(C(F)(F)F)ccc1=O	104	0.2
Cn1c(=O)[nH]c(=O)c2c1nc(CN1CCN(c3ccccc3)CC1)n2Cc1c(F)cccc1Cl	99	-1.7
Cc1ccc2ncc(-c3ccc(Cl)c(C)c3)nc2c1	111	1
Cc1ccc(C)c(N/C=C/C(=O)C(C)(C)C)c1	101	0
CN(C)c1ccc(-c2nc3ccc(Cl)cn3c2Nc2ccc3c(c2)OCCO3)cc1	109	0.8
O=C(COC(=O)Cc1ccc(Br)cc1)NCC1CCCCC1	101	0.1
CCN(CC)C(=O)CSc1nc(-c2ccc(F)cc2)nc2c1Cc1c(CO)cnc(C)c1O2	102	0
CC(=O)N1CCN=C1SCc1ccc(C)cc1	100	-0.4
COc1ccc(OCC(=O)N(Cc2cccc(OC)c2)C2CCS(=O)(=O)C2)cc1 (configuration not stated)	108	0.4
CC(C)CCNC(=O)c1cn(C)c2ccc(S(=O)(=O)N3CCOCC3)cc2c1=O	100	-0.8
Cn1ncc2c1ncn1nc(-c3ccccc3)nc21	103	0
CC(C)c1cccc(C(C)C)c1NC(=O)CNC(C)(C)C	102	-0.2
Nc1ccc(N2CCOCC2)cc1C(F)(F)F	104	0.7
CC1(C)CC2CC(C)(CN2c2ncnc3ccccc23)C1 (configuration not stated)	100	-0.1
O=C(NCCc1ccccc1)c1cnc2sc(N3CCCCCC3)nn2c1=O	101	-0.3
CN/N=C/c1c(O)ccc2ccccc12	104	0.3

In a second layout: 22 of the compounds above.
Under each structure: Polio RdRp inh | Polio RdRp inh FP z-score
- Cc1ccc2oc(-c3cc(NC(=O)C(C)C)cc(C)c3O)nc2c1
 : 103 | 0.4
- S=C(NCCN1CCOCC1)Nc1ccc(Nc2ccccc2)cc1
 : 104 | 0.7
- CCN(CC(=O)NCc1ccc(F)cc1)C(=O)c1cc(=O)[nH]c2ccccc12
 : 102 | -0.1
- CCN1/C(=C\C(=O)C2CC2)Sc2ccccc21
 : 101 | 0
- CCc1c(C)sc(NC(=O)c2noc3c2CC(C(C)(C)C)CC3)c1C#N (configuration not stated)
 : 98 | -1.6
- COc1ccc(Br)c2c1-c1nc(NC(=O)c3ccccc3SC)sc1C2
 : 103 | -0.3
- NNC(=O)Cn1cc(C(F)(F)F)ccc1=O
 : 104 | 0.2
- Cn1c(=O)[nH]c(=O)c2c1nc(CN1CCN(c3ccccc3)CC1)n2Cc1c(F)cccc1Cl
 : 99 | -1.7
- Cc1ccc2ncc(-c3ccc(Cl)c(C)c3)nc2c1
 : 111 | 1
- Cc1ccc(C)c(N/C=C/C(=O)C(C)(C)C)c1
 : 101 | 0
- CN(C)c1ccc(-c2nc3ccc(Cl)cn3c2Nc2ccc3c(c2)OCCO3)cc1
 : 109 | 0.8
- O=C(COC(=O)Cc1ccc(Br)cc1)NCC1CCCCC1
 : 101 | 0.1
- CCN(CC)C(=O)CSc1nc(-c2ccc(F)cc2)nc2c1Cc1c(CO)cnc(C)c1O2
 : 102 | 0
- CC(=O)N1CCN=C1SCc1ccc(C)cc1
 : 100 | -0.4
- COc1ccc(OCC(=O)N(Cc2cccc(OC)c2)C2CCS(=O)(=O)C2)cc1 (configuration not stated)
 : 108 | 0.4
- CC(C)CCNC(=O)c1cn(C)c2ccc(S(=O)(=O)N3CCOCC3)cc2c1=O
 : 100 | -0.8
- Cn1ncc2c1ncn1nc(-c3ccccc3)nc21
 : 103 | 0
- CC(C)c1cccc(C(C)C)c1NC(=O)CNC(C)(C)C
 : 102 | -0.2
- Nc1ccc(N2CCOCC2)cc1C(F)(F)F
 : 104 | 0.7
- CC1(C)CC2CC(C)(CN2c2ncnc3ccccc23)C1 (configuration not stated)
 : 100 | -0.1
- O=C(NCCc1ccccc1)c1cnc2sc(N3CCCCCC3)nn2c1=O
 : 101 | -0.3
- CN/N=C/c1c(O)ccc2ccccc12
 : 104 | 0.3

(further entries)
SMILES	Polio RdRp inh	Polio RdRp inh FP z-score
Cc1cc(NC(=O)c2cccn(Cc3cccc(Cl)c3)c2=O)no1	108	0.2
O=S1(=O)CCN2N=C(C(F)(F)F)SC2=N1	109	0.3
O=C(NC1CCN(C(=O)Nc2ccccc2C(F)(F)F)CC1)c1ccco1	102	-0.1
COc1ccc(O)c(C(=O)c2cnn(-c3ccc(Cl)cc3)c2)c1	105	0.3
COc1ccc(-c2c(C)oc3ccc(Cl)cc23)cc1	109	0.6
CCn1c(C(=O)N2CCC(C(=O)NCc3ccc(C)cc3)CC2)cc2occc21	102	0.3
c1ccc(CN2CCOC(CNc3nc(-c4cccnc4)nc4ccccc34)C2)cc1 (configuration not stated)	102	-0.2
Cc1ccc(S(=O)(=O)c2ccc(NN)cc2)cc1	101	-0.1
CCc1ccccc1NC(=O)CSc1nc(-c2cccc(Cl)c2)nc2c1Cc1c(CO)cnc(C)c1O2	104	-0.6
O=C(Cn1cccc1C(=O)c1ccccc1)NCc1ccc(Cl)cc1	109	0.7
CC(=O)N1CCc2c([nH]c3ccccc23)C1C (configuration not stated)	102	-0.1
CC1=CC2CC1C1C(=O)N(c3ccc(C(F)(F)F)cc3)C(=O)C21 (configuration not stated)	102	0.2
Cc1ccc(-c2cc3c(nn2)-c2ccccc2C3=O)cc1	99	0.1
CS(=O)(=O)Cc1ccc(C(=O)Nc2ccccc2C(=O)NC2CC2)cc1	112	0.4
O=c1[nH]c(CN2CC=C(c3ccccc3)CC2)nc2ccccc12	113	1.3
O=C(O)CSc1nc2cccnc2s1	97	-1.4
CC(=O)c1ccc(NC(=O)c2ncn(-c3ccccc3)n2)cc1	103	-0.4
COc1ccc(OC)c(S(=O)(=O)NCCS(=O)(=O)N2CCN(c3ccccc3F)CC2)c1	100	-1.4
CSC1=NSC2=NC(=O)/C(=C\c3cccs3)C(=N)N12	99	-0.1
COc1ccc(Cn2c(=O)n(-c3ccccc3C)c(=O)c3c4c(sc32)CN(C(C)=O)CC4)cc1	103	-0.4
O=C(O)CNC(=O)c1cccs1	100	-0.1
O=C(CN1CCN(Cc2ccccc2F)C1=O)NCc1ccccc1	112	0

Bioassay records from PubChem.
